Assay outcomes deposited in PubChem BioAssay by NCI.
NCI-60 one-dose screen, 48 h, at 10 µM unless noted. Numbers give growth in % (100 = growth as untreated, 0 = no growth, -100 = all killed).
OVCAR-8: OVCAR-8 ovarian cancer; 81,000 tested, 4.4% active
SF-268: SF-268 CNS cancer cells. AID 1794759. 82,000 tested, 3.1% active
PC-3: PC-3 prostate cancer cells. 80,000 tested, 3.9% active
DU-145: DU-145 prostate cancer | 81,000 tested, 4.2% active | AID 1794760
SNB-19: SNB-19 CNS cancer cells. 81,000 tested, 2.5% active. AID 1794751
SF-539: SF-539 CNS cancer | 81,000 tested, 6.8% active
U251: U251 CNS tumor cells | 80,000 tested, 5.4% active | AID 1794753
SF-295: SF-295 CNS cancer cells | 79,000 tested, 5.6% active | AID 1794758
OVCAR-3: OVCAR-3 ovarian cancer; 79,000 tested, 7% active
An asterisk follows results filed as active; . = not tested or not shown; & = joins results of further samples. How the source made its calls: active means growth percent below 10; inactive means the rest.

Field names: A = OVCAR-8; B = SF-268; C = PC-3; D = DU-145; E = SNB-19; F = SF-539; G = U251; H = SF-295; I = OVCAR-3
1: O=C(CCCCCCN1CC(=O)N2[C@@H](c3ccccc3Cl)c3[nH]c4ccccc4c3C[C@H]2C1=O)NO
  A = 50; B = 90; C = 62; D = 77; E = 72; F = 60; G = 60; H = 80; I = 57
2: COc1ccc(CN2CCOC2=O)cc1OC
  A = 96; B = 109; C = 95; D = 122; E = 104; F = 95; G = 101; H = 110; I = 120
3: CS(=O)CC(=N\O)/C(CS(C)=O)=N\O (configuration not stated)
  A = 96; B = 99; C = 104; D = 102; E = 101; F = 101; G = 96; H = 101; I = 108
4: CCCCCCCCCCCCCCCCCCOc1ccc(CC(=O)OCC[N+]2(C)CCCC2)cc1
  A = 100; B = 104; C = 100; D = 106; E = 91; F = 100; G = 86; H = 91; I = 109
5: CC[n+]1c(/C=C/c2ccc(N3CCCC3)cc2)cccc1/C=C/c1ccc(N2CCCC2)cc1
  A = -87*; B = -90*; C = -77*; D = -97*; E = -94*; F = -87*; G = -90*; H = -77*; I = -90*
6: C/C(=C(/C)C1CC1CCN(C(=O)c1ccc([N+](=O)[O-])cc1)S(=O)(=O)c1ccc(C)cc1)c1ccc(-c2ccccc2)cc1 (configuration not stated)
  A = 96; B = 94; C = 83; D = 108; E = 98; F = 99; G = 86; H = 97; I = 133
7: C=C1CCC2C3(C)COC(c4ccccc4F)OC3CCC2(C)C1CC(O)C1=CCOC1=O (configuration not stated)
  A = -11*; B = 103; C = 36; D = 67; E = 82; F = 16; G = 53; H = 77; I = 31
8: O=C(CSc1nnc(-c2cc(-c3ccc(Cl)cc3)nc3ccccc23)o1)c1ccccc1
  A = 103; B = 92; C = 86; D = 97; E = 101; F = 91; G = 107; H = 89; I = 106
9: Cc1ccccc1COc1ccc(-c2onc(C)c2-c2ccc(Cl)cc2)cc1
  A = 76; B = 76; C = .; D = 77; E = 56; F = 64; G = 41; H = 49; I = 21
10: Cn1c(-c2sc3nnc(-c4ccccc4)c(-c4ccccc4)c3c2O)n[nH]c1=S
  A = 100; B = 105; C = .; D = 117; E = 123; F = 109; G = 108; H = 89; I = 109
11: CC(N)COc1ccccc1 (configuration not stated)
  A = 92&105; B = 101&113; C = 96&100; D = 106&111; E = 102&101; F = 97&104; G = 97&105; H = 98; I = 110&116
12: O=S(=O)(Cc1ccccc1)C(c1ccccc1)S(=O)(=O)Cc1ccccc1
  A = 95; B = 105; C = .; D = 107; E = 100; F = 98; G = 99; H = .; I = 107
13: CC(C)N(C)C(=O)CSc1ccc(Cl)cc1
  A = 95; B = 104; C = 99; D = 119; E = 96; F = 96; G = 94; H = 101; I = 117
14: COc1ccc(C/C(C)=C(/c2ccc(OCCN3CCOCC3)cc2)c2ccc(OC(=O)NCc3ccccc3)cc2)cc1
  A = 99; B = 98; C = 78; D = 105; E = 101; F = 104; G = 95; H = 88; I = 108
15: CCOc1ccc2cc(-c3nn(CC4CCNCC4)c4ncnc(N)c34)ccc2n1
  A = 75&98; B = 56&94; C = 46&84; D = 82&110; E = 71&96; F = 69&86; G = 62&88; H = 72&97; I = 63&110
16: Cc1c(N2CN3C[C@H](C)N4CN(c5c(C)n(C)n(-c6ccccc6)c5=O)CN5C[C@@H](C)N(C2)C3C54)c(=O)n(-c2ccccc2)n1C (some centres not stated)
  A = 104; B = 100; C = 94; D = 112; E = 101; F = 91; G = 105; H = 99; I = 100
17: COC(=O)c1ccccc1SSc1ccccc1C(=O)OC
  A = 105; B = 109; C = 91; D = 110; E = 99; F = 94; G = 101; H = 99; I = 112
18: O=C(/C=C/c1ccccc1Br)c1cccc(OCCCCOc2cccc(C(=O)/C=C/c3ccccc3Br)c2)c1
  A = 102; B = 101; C = 92; D = 104; E = 91; F = 102; G = 77; H = 96; I = 108
19: CCOCC(O)(c1ccc(Cl)cc1)c1ccc(Cl)cc1
  A = 103; B = 97; C = 89; D = 96; E = 106; F = 104; G = 96; H = .; I = 112
20: CC1CCC2(C(=O)O)CCC3(C)C(=CCC4C5(C)CCC(O)C(C)(C)C5CCC43C)C2C1C (configuration not stated)
  A = 93; B = 76&29; C = 80&65; D = 76&44; E = 92&63; F = 79&43; G = 78&43; H = 90&28; I = 101&56
21: CC1(COc2ccc3ncc(C#Cc4cncc(C(=O)Nc5cc(C(C)(C)C)on5)c4)n3n2)COC1
  A = 36; B = 54; C = 43; D = 53; E = 61; F = 20; G = 29; H = 23; I = .
22: CC(C)NC(=S)Nc1ncccc1OCc1cccc(Cl)c1
  A = 87; B = 109; C = 94; D = 99; E = 92; F = 96; G = 96; H = 88; I = 112
23: CN1C(=O)C(Nc2ccc(C(=O)Nc3ccc(Cl)cc3)cc2)=C(c2ccc(Cl)cc2)C1=O
  A = 85; B = 70; C = 44; D = 72; E = 84; F = 91; G = 62; H = 77; I = 66
24: Cc1ccc2nc(-c3ccc(OCC(=O)NN)cc3)[nH]c2c1
  A = 96; B = 91; C = 89; D = 100; E = 101; F = 91; G = 97; H = 100; I = 96
25: CC(C)(C)C1=CC(=C2C=C(C(C)(C)C)C(=O)C(C(C)(C)C)=C2)C=C(C(C)(C)C)C1=O
  A = 93; B = 92; C = 81; D = 110; E = 95; F = 102; G = 85; H = 100; I = 102

Carrying on:
Field names: A = OVCAR-8; B = SF-268; C = PC-3; D = DU-145; E = SNB-19; F = SF-539; G = U251; H = SF-295; I = OVCAR-3
26: CCC(=N\O)/C(C)=N/O
  A = 95; B = 96; C = 84; D = 102; E = 105; F = 105; G = 86; H = 104; I = 103
27: CC1=NN(C(=O)CSc2nnc3n(Cc4ccccc4)c(=O)c4c(C)c(C(N)=O)sc4n23)C(=O)C1
  A = .; B = 103; C = 90; D = 101; E = 102; F = .; G = 94; H = 97; I = 112
28: COc1cccc(CCC(=O)O)c1OC
  A = 117; B = 105; C = 107; D = 105; E = 107; F = 100; G = .; H = 103; I = 109
29: NS(=O)(=O)c1nnc(Nc2nc3ccccc3s2)s1
  A = 105; B = 104; C = 93; D = 113; E = 103; F = 103; G = 98; H = 99; I = 114
30: CC(O)COC(C)COC(C)c1ccccc1 (configuration not stated)
  A = 110; B = .; C = 95; D = .; E = 99; F = 98; G = 110; H = 127; I = .
31: CC(C)(O)C(F)(Cl)Cl
  A = 124; B = 102; C = 102; D = 109; E = 107; F = 102; G = 97; H = 73; I = 101
32: CC(C)(C)OC(=O)n1cc(-c2nc(-c3c[nH]c4ncccc34)cs2)c2cc(Br)ccc21
  A = 75; B = 109; C = 90; D = 107; E = 112; F = 86; G = 96; H = 114; I = 107
33: COc1ccc(/C=N/NC(=O)c2c(Nc3ccccc3)nn(CC(O)c3ccccc3)c2N)cc1OCc1ccccc1 (configuration not stated)
  A = 104; B = 95; C = 81; D = 108; E = 99; F = 99; G = 96; H = 104; I = .
34: O=C(/C=C/N1C[C@H]2C[C@@H]1CN2c1ccccn1)c1ccccc1O
  A = 91; B = 102; C = 80; D = 109; E = 98; F = 103; G = 92; H = 95; I = 113
35: CS(CCCCN=C=S)=NC(=O)c1c(F)c(F)c(F)c(F)c1F (configuration not stated)
  A = 92; B = 87; C = 96; D = 41; E = 92; F = .; G = 80; H = 102; I = 57
36: O=C(/C=C/C=C/c1ccc2c(c1)OCO2)N/N=C\c1ccc(O)cc1
  A = 95; B = 83; C = 80; D = 101; E = 93; F = 82; G = 96; H = 100; I = 95
37: COC(=O)c1c(C)nc(C)c2c1C(=O)C=C(NCc1ccccc1)C2=O
  A = 98; B = 79; C = 76; D = 96; E = 93; F = 97; G = 99; H = 87; I = 44
38: Cc1ccc(-c2nn(-c3ccccc3)cc2C2OC23CCc2ccccc2C3=O)cc1 (configuration not stated)
  A = 99; B = 91; C = 102; D = 108; E = 100; F = 97; G = 80; H = 86; I = 106
39: CN(C)c1nc(NCCNS(=O)(=O)c2ccc(C(=O)/C=C/c3ccccc3)cc2)nc(Nc2ccc(F)cc2)n1
  A = 42; B = 32; C = 16; D = 26; E = 42; F = 27; G = -56*; H = 23; I = -42*
40: COc1ccc(/C=C/C(=O)c2cc(S(=O)(=O)NNC(=O)c3ccncc3)c(OC)cc2OC)cc1
  A = 99; B = 90; C = 95; D = 105; E = 95; F = 100; G = 94; H = 105; I = 108
41: CCOC(=O)c1c(C)nc2c(c1N)/C(=C/c1cccs1)C(=O)N2Cc1ccc(C(F)(F)F)cc1
  A = 92; B = 87; C = 72; D = 86; E = 76; F = 100; G = 86; H = 91; I = 63
42: OCCCc1ccco1
  A = 100; B = 103; C = 98; D = 113; E = 105; F = 111; G = 97; H = 98; I = 117
43: COc1ccc(C(=O)N/N=C/c2cc(OC)c(OC)cc2[N+](=O)[O-])cc1
  A = 80; B = 65; C = 92; D = 94; E = 74; F = 86; G = 90; H = 88; I = 107
44: CC(=O)Nc1ccc2c(c1)C(C)c1ccccc1-2 (configuration not stated)
  A = 106; B = 88; C = 90; D = 105; E = 106; F = 103; G = .; H = 94; I = 108
45: [2H]C([2H])([2H])Oc1ccc(F)cc1/C=C/C(=O)/C=C(O)/C=C/c1cc(F)ccc1OC([2H])([2H])[2H]
  A = 89; B = 90; C = 93; D = 95; E = 92; F = 107; G = 77; H = 103; I = 96
46: CN(C)CCn1c2ccc(Cl)cc2c2nc3cc(Cl)c(Cl)cc3nc21
  A = 57; B = 82; C = 70; D = 69; E = 69; F = 80; G = 66; H = 58; I = 95
47: O=C1/C(=C/c2ccc(Oc3ccccc3)cc2)N=C(c2ccccc2)N1CCc1cccs1
  A = 89; B = 81; C = 62; D = 98; E = 89; F = 104; G = 94; H = 83; I = 106
48: COCCn1cc(-c2csc(-c3c[nH]c4ccc(F)cc34)n2)c2cccnc21
  A = 34; B = 47; C = 22; D = 65; E = 58; F = 47; G = 33; H = 16; I = 15
49: COc1ncnc(NS(=O)(=O)c2ccc(N)cc2)c1OC
  A = 103; B = 108; C = 97; D = 117; E = 110; F = 105; G = 97; H = 106; I = 115
50: NC(=O)c1ccc(Cl)c(Cl)c1
  A = 101; B = 114; C = 112; D = 114; E = 102; F = 102; G = 100; H = 119; I = 133

New compounds follow:
Field names: A = OVCAR-8; B = SF-268; C = PC-3; D = DU-145; E = SNB-19; F = SF-539; G = U251; H = SF-295; I = OVCAR-3
51: Cc1cc2ncn(C3CC(O)C(CO)O3)c2cc1C (configuration not stated)
  A = 102; B = 115; C = 94; D = 126; E = 100; F = 99; G = 105; H = 107; I = 118
52: CC(=O)NNC(=O)c1cccc(C(=O)O)c1
  A = 101; B = 102; C = 84; D = 119; E = 95; F = 102; G = 114; H = 113; I = 105
53: CC(=O)OCC1(C)OC(=O)N(Cc2ccccc2F)C1=O (configuration not stated)
  A = 104; B = 98; C = 106; D = 108; E = 99; F = 101; G = 106; H = 98; I = 112
54: Nc1nc2c(nc(N)n2C2OC(CO)C(O)C2O)c(=O)[nH]1 (configuration not stated)
  A = 105; B = 99; C = 104; D = 117; E = 115; F = 96; G = 111; H = 95; I = 103
55: O=C(Cc1ccccc1)NNC(=O)N1c2ccccc2C=Cc2ccccc21
  A = 98; B = 96; C = 95; D = 102; E = 102; F = 97; G = 95; H = 92; I = 106
56: O=C1Nc2ccccc2/C1=N/N=C/c1cccnc1
  A = 100; B = 99; C = 101; D = 105; E = 98; F = 93; G = 103; H = 107; I = 97
57: CCCCn1sc(=O)n(Cc2ccc(CNC(=O)OCc3ccc4c(Br)cc(Br)c(O)c4n3)cc2)c1=O
  A = 14; B = 34; C = 19; D = 6.4*; E = 37; F = -14*; G = 11; H = 14; I = -0.4*
58: CC(C)CSc1nc(NNC(N)=S)c(C#N)c(-c2ccc(F)cc2)n1
  A = 107; B = 94; C = 85; D = 102; E = 88; F = 90; G = 104; H = 104; I = 110
59: O=C(Oc1c(Cl)cc(Cl)cc1[N+](=O)[O-])Oc1c(Cl)cc(Cl)cc1[N+](=O)[O-]
  A = 106; B = 107; C = 103; D = 111; E = 114; F = 109; G = 104; H = 100; I = 109
60: Cc1ccc(C)c2c1SC1=NNC(N3CCNCC3)=C(C#N)C(=N)N12
  A = 96; B = 116; C = 79; D = 118; E = 114; F = 97; G = 91; H = 102; I = 106

Profiles as entered above. Order of values: OVCAR-8 | SF-268 | PC-3 | DU-145 | SNB-19 | SF-539 | U251 | SF-295 | OVCAR-3
CC(=O)OCC1(C)OC(=O)N(Cc2ccccc2F)C1=O (configuration not stated) is entered as 104 | 98 | 106 | 108 | 99 | 101 | 106 | 98 | 112
Nc1nc2c(nc(N)n2C2OC(CO)C(O)C2O)c(=O)[nH]1 (configuration not stated) is entered as 105 | 99 | 104 | 117 | 115 | 96 | 111 | 95 | 103
O=C1Nc2ccccc2/C1=N/N=C/c1cccnc1 is entered as 100 | 99 | 101 | 105 | 98 | 93 | 103 | 107 | 97
CC(=O)NNC(=O)c1cccc(C(=O)O)c1 is entered as 101 | 102 | 84 | 119 | 95 | 102 | 114 | 113 | 105
CCCCn1sc(=O)n(Cc2ccc(CNC(=O)OCc3ccc4c(Br)cc(Br)c(O)c4n3)cc2)c1=O is entered as 14 | 34 | 19 | 6.4* | 37 | -14* | 11 | 14 | -0.4*
